Screening results from PubChem.
PhoP GFP inhibition – PhoP regulon inhibitors, Salmonella typhi PhoP promoter GFP reporter, confirmatory (AID 1850); 310,000 compounds, 0.33% hits; Salmonella Typhi PhoP-promoter GFP reporter, fluorescence, 4 h; higher % means a stronger effect; inhibition, % at 50 µM, or IC50 in µM where a hit was titrated; in the data active = a potency from the dose series; inconclusive = inhibition mostly from about 25% at the one dose, without a potency; inactive = the rest, 99 in 100 with inhibition below about 19%;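 note: 0% = induced wells with vehicle and 100% = uninduced wells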
tuberculosis growth – growth inhibition of non-replicating M. tuberculosis (AID 488890) | Mycobacterium tuberculosis non-replicating, growth inhibition; higher % means a stronger effect | inhibition, % at 25 µM, or IC50 in µM where a hit was titrated | 320,000 compounds, 0.39% hits; in the data active = a potency from the dose series; inconclusive = inhibition mostly from about 82% at the one dose, without a potency; inactive = the rest, 99 in 100 with inhibition below about 76%;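 note: plate controls were DMSO cells for no effect and high antibiotic wells for full effect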
inhibitors of VEEV – inhibitors of VEEV TC-83 cytopathic effect, confirmation, Vero cells (AID 588727); Vero cells, VEEV TC-83 cytopathic effect inhibition; higher % means a stronger effect; inhibition, % at 20 µM, or IC50 in µM where a hit was titrated; 350,000 compounds, 0.13% hits; in the data active = a potency from the dose series; inconclusive = inhibition mostly from about 14% at the one dose, without a potency; inactive = the rest, 99 in 100 with inhibition below about 12%; note: strong numbers were not always called active
H1N1 NS1A inhibition – NS1A inhibition, H1N1 influenza, cell based functional assay (AID 504329). NS1A functional cell-based assay, percent inhibition; higher % means a stronger effect. inhibition, % at 12.5 µM, or IC50 in µM where a hit was titrated. 340,000 compounds, 0.3% hits; in the data active = a potency from the dose series; inconclusive = inhibition above about 27% without an active follow-up result; note: strong numbers were not always called active
H37Rv inhibition – M. tuberculosis growth inhibition, HTS (AID 449762); 330,000 compounds, 0.59% hits; one-dose inhibition, % at 25 µM; IC50 in µM for titrated hits; M. tuberculosis H37Rv growth inhibition, 7H9 media; higher % means a stronger effect; in the data active = a potency from the dose series; inconclusive = inhibition above about 70% without an active follow-up result;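 note: bacterial growth assessed after seven days of incubation; strong numbers were not always called active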
inhibitors of VEEV 10K pilot screen – also measured in inhibitors of VEEV; calls as there; inhibition, %; measured here: 10K pilot screen inhibition
* marks the source's active call; other numbers are inactive results. An unsorted share of the library; 1.5% or so of the library scored in one or more.

Screening CC12CCC(=O)C=C1CCC1C2CCC2(C)C1CC1C3C(=O)N(Cc4ccccc4)C(=O)C3CC(=O)C12 (centres undefined) returned inhibitors of VEEV 3.9% and H1N1 NS1A inhibition -8%.
CCOc1c(Cl)cc(/C=C/C(=O)N(CC)CC(=O)Nc2ccc(NC(C)=O)cc2)cc1OC was read as PhoP GFP inhibition 13%, tuberculosis growth 4%, inhibitors of VEEV 7.2%, H1N1 NS1A inhibition -5% and H37Rv inhibition 58%.
`O=C(c1ccc(F)cc1)N(Cc1cccs1)C1CCS(=O)(=O)C1` (centres undefined) gave PhoP GFP inhibition -3%, tuberculosis growth -7%, inhibitors of VEEV 2.2%, H1N1 NS1A inhibition 11% and H37Rv inhibition 0%.
For CCC(=O)Nc1ccc(C(=O)NNC(=O)C(c2ccccc2)c2ccccc2)cc1 the results were PhoP GFP inhibition -13%, tuberculosis growth 4%, inhibitors of VEEV inactive, H1N1 NS1A inhibition -4% and H37Rv inhibition 0%.
For Cc1ccc(C(C(=O)NC(C)(C)C)N(CC2CCCO2)C(=O)c2csnn2)cc1 (centres undefined) the results were PhoP GFP inhibition 8%, tuberculosis growth -11%, inhibitors of VEEV 2.8%, H1N1 NS1A inhibition 4% and H37Rv inhibition 2%.
For CCOc1ccccc1NC(=O)c1ccc2c(=O)n3c(nc2c1)CCCCC3 the results were PhoP GFP inhibition -2%, tuberculosis growth 65%, inhibitors of VEEV 13%, H1N1 NS1A inhibition 7% and H37Rv inhibition 65%.
For Cn1cc([N+](=O)[O-])c(C(=O)Nc2ccc3c(C(F)(F)F)cc(=O)oc3c2)n1 the results were PhoP GFP inhibition -4%, tuberculosis growth -23%, inhibitors of VEEV inconclusive, H1N1 NS1A inhibition -11% and H37Rv inhibition -2%.
COc1cccc2sc3ccc(NCCC4CCCN4C)cc3c(=O)c12 (centres undefined) was read as PhoP GFP inhibition -3%, tuberculosis growth 49%, inhibitors of VEEV 0.4%, H1N1 NS1A inhibition 14% and H37Rv inhibition -8%.
For CCc1nn(CC(=O)NCCCN(CC)Cc2ccccc2)c(=O)c2cc3sccc3n12 the results were PhoP GFP inhibition -6%, tuberculosis growth 3%, inhibitors of VEEV inactive, H1N1 NS1A inhibition -1% and H37Rv inhibition 1%.
C/C(=N\NC(=O)CC1N=C(Cc2ccccc2)NNC1=O)c1ccc(Cl)cc1Cl (centres undefined) was read as PhoP GFP inhibition 2%, tuberculosis growth 13%, inhibitors of VEEV 9.8%, H1N1 NS1A inhibition -1% and H37Rv inhibition -10%.
Cc1nc2nc(-c3ccco3)[nH]n2c(=O)c1C was read as PhoP GFP inhibition 6%, tuberculosis growth -2%, inhibitors of VEEV 3.1%, H1N1 NS1A inhibition 2% and H37Rv inhibition -5%.
For Cc1cccc(NC(=O)NNC(=O)c2ccc3ccccc3c2O)c1 the results were PhoP GFP inhibition -3%, tuberculosis growth -12%, inhibitors of VEEV 1.8%, H1N1 NS1A inhibition -11% and H37Rv inhibition 3%.
`O=C(OCCOc1ccc(Br)cc1)c1ccc(Cl)nc1` gave PhoP GFP inhibition 21%, tuberculosis growth inconclusive, inhibitors of VEEV inactive, H1N1 NS1A inhibition -13% and H37Rv inhibition 60%.
For Cc1c(C(=O)NCC(c2ccco2)N2CCCC2)oc2ccc(Cl)cc12 (centres undefined) the results were PhoP GFP inhibition 4%, tuberculosis growth 50%, inhibitors of VEEV 2.6%, H1N1 NS1A inhibition 7% and H37Rv inhibition 5%.
CC(C)CN(C(=O)CN1CCN(c2ccccc2F)CC1)c1c(N)n(CC(C)C)c(=O)[nH]c1=O was read as PhoP GFP inhibition 8%, tuberculosis growth 12%, inhibitors of VEEV 1.3%, H1N1 NS1A inhibition -9% and H37Rv inhibition -5%.
For CCn1cc(C(=O)N2CCCCC2)c(=O)c2cc(S(=O)(=O)N3CCC(C)CC3)ccc21 the results were PhoP GFP inhibition -4%, tuberculosis growth 7%, inhibitors of VEEV 2.1%, H1N1 NS1A inhibition -7% and H37Rv inhibition 6%.
Screening O=[N+]([O-])c1ccc2c(c1)nc1n2CCN(c2ccccc2)C1 returned PhoP GFP inhibition 4%, tuberculosis growth 52%, inhibitors of VEEV 1.0%, H1N1 NS1A inhibition -30% and H37Rv inhibition -7%.
Screening CC(C)(C)NS(=O)(=O)c1ccc(Oc2ncc(C(F)(F)F)cc2Cl)cc1 returned PhoP GFP inhibition -1%, tuberculosis growth -8%, inhibitors of VEEV 1.0%, H1N1 NS1A inhibition 22% and H37Rv inhibition 1%.
For O=C1CCc2cc(S(=O)(=O)NC(C(=O)NCc3cccnc3)c3ccccc3)ccc2N1 (centres undefined) the results were PhoP GFP inhibition -6%, tuberculosis growth 4%, inhibitors of VEEV 0.3%, H1N1 NS1A inhibition -8% and H37Rv inhibition -2%.
Screening CC(=O)c1cccc(NC(=O)COC(=O)Cc2ccc(Cl)cc2)c1 returned inhibitors of VEEV 1.2% and H1N1 NS1A inhibition -7%.
Screening COc1ccccc1N(C)S(=O)(=O)c1ccc(C(=O)OCC(=O)N2CCCCCC2)cc1 returned PhoP GFP inhibition 16%, tuberculosis growth 68%, inhibitors of VEEV 0.2%, H1N1 NS1A inhibition -6% and H37Rv inhibition 7%.
COc1ccc(/C=N\NC(=O)c2sccc2C)cc1Cn1nc(C)cc1C was read as PhoP GFP inhibition -6%, tuberculosis growth 37%, inhibitors of VEEV 9.9%, H1N1 NS1A inhibition -4% and H37Rv inhibition -2%.
Screening O=C(O)c1cccc(N=NN2CCOCC2)c1 returned PhoP GFP inhibition 3%, tuberculosis growth -9%, inhibitors of VEEV 0.7% and H37Rv inhibition 1%.
Screening COC(=O)c1ccc(Cn2nc(C)c(Br)c2C)cc1 returned PhoP GFP inhibition -1%, tuberculosis growth -1%, inhibitors of VEEV inactive, H1N1 NS1A inhibition 0%, H37Rv inhibition -2% and inhibitors of VEEV 10K pilot screen 0.6.
Screening Nc1nc(=S)[nH]c2c1C1(CCCC1)Cc1ccccc1-2 returned PhoP GFP inhibition -1%, tuberculosis growth -14%, inhibitors of VEEV 0.7%, H1N1 NS1A inhibition -24% and H37Rv inhibition -6%.
`CCC1(CC)NC(=O)N(CC(=O)OCC(=O)NC(=O)c2ccccc2)C1=O` gave PhoP GFP inhibition -6%, tuberculosis growth -3%, inhibitors of VEEV 2.3%, H1N1 NS1A inhibition -2% and H37Rv inhibition 2%.
For CC(=O)Nc1ccc(NS(=O)(=O)c2ccc3[nH]c(=O)[nH]c3c2)cc1 the results were PhoP GFP inhibition -8%, tuberculosis growth -19%, inhibitors of VEEV 0.4%, H1N1 NS1A inhibition 3%, H37Rv inhibition -2% and inhibitors of VEEV 10K pilot screen 0.0.
For Cc1ccc(-c2nc3ccccc3[nH]2)cc1NC(=O)c1sc2cc(Cl)ccc2c1Cl the results were PhoP GFP inhibition 0%, tuberculosis growth 50%, inhibitors of VEEV 3.8%, H1N1 NS1A inhibition 1% and H37Rv inhibition 10%.
CCC(Sc1nc(-c2ccccc2)c(C#N)c(=O)[nH]1)C(=O)Nc1nnc(C)s1 (centres undefined) was read as PhoP GFP inhibition 0%, tuberculosis growth 3%, inhibitors of VEEV inactive, H1N1 NS1A inhibition 5% and H37Rv inhibition 4%.
CC(=O)c1ccc(-c2ccc(C(=O)NC3CC(C)(C)NC(C)(C)C3)o2)cc1 was read as PhoP GFP inhibition 1%, tuberculosis growth 3%, inhibitors of VEEV 0.6%, H1N1 NS1A inhibition -4% and H37Rv inhibition 2%.
Screening COCCN1C(=O)c2ccc(C(=O)NCc3ccco3)cc2C1=O returned PhoP GFP inhibition -1%, tuberculosis growth -7%, inhibitors of VEEV 0.6%, H1N1 NS1A inhibition 15% and H37Rv inhibition -10%.
Screening CC1(C)CN=C(c2ccccc2)NC1 returned inhibitors of VEEV 3.6% and H1N1 NS1A inhibition 6%.
CCOC(=O)c1noc(C)c1C(=O)Nc1cccc(F)c1 was read as PhoP GFP inhibition -8%, tuberculosis growth 9%, inhibitors of VEEV 1.0%, H1N1 NS1A inhibition -8% and H37Rv inhibition -3%.
`COc1ccc(N2CC(NC(=O)N3CCc4ccccc43)CC2=O)cc1OC` (centres undefined) gave PhoP GFP inhibition -14%, tuberculosis growth 6%, inhibitors of VEEV inactive, H1N1 NS1A inhibition 1% and H37Rv inhibition -11%.
Screening O=S(=O)(NCCN1CCCC1)c1ccc(Cl)cc1 returned PhoP GFP inhibition 4%, tuberculosis growth 6%, inhibitors of VEEV inactive, H1N1 NS1A inhibition -25% and H37Rv inhibition -1%.
Screening COc1ccc(NC(=O)CCc2c(C)nc3nc(C)nn3c2C)cc1 returned PhoP GFP inhibition -2%, tuberculosis growth -7%, inhibitors of VEEV 5.5%, H1N1 NS1A inhibition 10% and H37Rv inhibition 2%.
Screening CN(C)S(=O)(=O)c1cccc(C(=O)Nc2ccc3c(c2)CCC3)c1 returned PhoP GFP inhibition 15%, tuberculosis growth 21%, inhibitors of VEEV 2.2%, H1N1 NS1A inhibition 7% and H37Rv inhibition -4%.
Screening Cc1cc(C)nc(N/N=C/C2=C(N3CCOCC3)C(=C\c3ccc(Cl)cc3)/CC2)n1 returned PhoP GFP inhibition -2%, tuberculosis growth 42%, inhibitors of VEEV 6.1%, H1N1 NS1A inhibition 4% and H37Rv inhibition inconclusive.
Cc1cc(C=C2C(=O)c3ccccc3C2=O)c(C)n1C was read as PhoP GFP inhibition -2%, tuberculosis growth -9%, inhibitors of VEEV 0.8%, H1N1 NS1A inhibition 5% and H37Rv inhibition 3%.
Screening CN(C)S(=O)(=O)c1ccc(Cl)c(C(=O)NC2CCCCCCC2)c1 returned PhoP GFP inhibition -11%, tuberculosis growth -14%, inhibitors of VEEV 0.1%, H1N1 NS1A inhibition 3% and H37Rv inhibition -4%.
Screening Cc1ccc2c(c1)[C@@H]1CN(C)CC[C@@H]1N2S(=O)(=O)c1ccc(F)cc1 returned PhoP GFP inhibition 4%, tuberculosis growth 3%, inhibitors of VEEV 0.4%, H1N1 NS1A inhibition -11% and H37Rv inhibition -3%.
Cc1cccc(NC(=O)CN2CCSc3ccccc32)c1 was read as PhoP GFP inhibition -5%, tuberculosis growth 27%, inhibitors of VEEV 0.5%, H1N1 NS1A inhibition -1% and H37Rv inhibition 3%.
`CN(C1CCS(=O)(=O)C1)S(=O)(=O)c1ccc2ccccc2c1` (centres undefined) gave PhoP GFP inhibition 0%, tuberculosis growth -2%, inhibitors of VEEV 2.2%, H1N1 NS1A inhibition -2% and H37Rv inhibition -7%.
For O=C(c1ccc(F)cc1)N1CCOC(c2nc(-c3ccc(F)cc3)no2)C1 (centres undefined) the results were PhoP GFP inhibition 2%, tuberculosis growth -7%, inhibitors of VEEV 0.6%, H1N1 NS1A inhibition -1% and H37Rv inhibition 2%.
`O=c1ccn(-c2cccc(C(F)(F)F)c2)nc1-c1ccn(-c2cccc(Cl)c2)n1` gave PhoP GFP inhibition 1%, tuberculosis growth 8%, inhibitors of VEEV 5.3%, H1N1 NS1A inhibition -5% and H37Rv inhibition 11%.
`CN1CCc2ccccc2C1Cc1ccccc1NC(=O)c1sc2ccccc2c1Cl` (centres undefined) gave PhoP GFP inhibition -1%, tuberculosis growth 33%, inhibitors of VEEV inactive, H1N1 NS1A inhibition 6% and H37Rv inhibition 56%.
COc1ccccc1CN1CC(C(=O)N(C)Cc2nc(C)cs2)CCC1=O (centres undefined) was read as PhoP GFP inhibition -6%, tuberculosis growth 3%, inhibitors of VEEV inactive, H1N1 NS1A inhibition 0% and H37Rv inhibition -2%.
For CCCCc1nnc(NC(=O)C2CC(=O)N(c3ccc(C)cc3)C2)s1 (centres undefined) the results were PhoP GFP inhibition 14%, tuberculosis growth 21%, inhibitors of VEEV 1.8%, H1N1 NS1A inhibition 11% and H37Rv inhibition 14%.
Screening COc1cc(/C=C/C(=O)Nc2ccc3[nH]c(=O)[nH]c3c2)cc(OC)c1OC returned PhoP GFP inhibition 0%, tuberculosis growth 23%, inhibitors of VEEV 2.3%, H1N1 NS1A inhibition -1% and H37Rv inhibition -1%.

As a working copy, part of the list above:
Screening Cc1ccc2c(c1)[C@@H]1CN(C)CC[C@@H]1N2S(=O)(=O)c1ccc(F)cc1 returned PhoP GFP inhibition 4%, tuberculosis growth 3%, inhibitors of VEEV 0.4%, H1N1 NS1A inhibition -11% and H37Rv inhibition -3%.
Cc1cccc(NC(=O)CN2CCSc3ccccc32)c1 was read as PhoP GFP inhibition -5%, tuberculosis growth 27%, inhibitors of VEEV 0.5%, H1N1 NS1A inhibition -1% and H37Rv inhibition 3%.
